# VCAM1 TNFa inh: inhibitors of TNFa-induced VCAM1 expression, primary screen, imaging, HUVEC, TNFa stimulus, immunofluorescence | HUVEC TNFa-induced VCAM-1 immunofluorescence, high-content imaging | inhibition, % at 2 µM | 95,000 tested, 0.48% active;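 active = inhibition above the batch mean plus 3 SD, with images confirmed as a hit by eye, cut at about 37% in these data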;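 also: 0% = TNF-stimulated DMSO wells and 100% = unstimulated control wells; not every result past the cut was called active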
# IL1B cytotox: cytotoxicity in IL-1B stimulated HUVEC, primary screen, cytotoxicity control for IL-1B NFkB translocation project, imaging, Hoechst nuclear count, IL-1B stimulus. HUVEC cell count loss. cell count reduction, % at 2 µM. 94,000 tested, 0.41% active;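 active = cell count reduction more than 3 SD above the screen-wide mean, cut at about 70% in these data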;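 also: normalized per plate to untreated control cells as the no-loss baseline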
# HUVEC tox TNFa: cytotoxicity in TNFa-stimulated HUVEC, primary screen, cytotoxicity control for VCAM1 expression modulator project, imaging, Hoechst nuclei count. HUVEC TNFalpha-stimulated, Hoechst cell count. cell count reduction, % at 2 µM. 93,000 tested, 0.17% active;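 active = cell count reduction exceeding the screen mean by over 5 SD, scaled to untreated wells per plate, cut at about 78% in these data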;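 also: cells counted after 24 h of TNF alpha exposure following the 1 h pretreatment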
# H69AR growth 86K: proliferation blockers of H69AR lung cancer cells, primary screen, cell-based, human, 86K library. H69AR lung tumor viability, ATP luminescence, 72 h; stronger effect = lower value. viability, % at 10 µM. 85,000 tested, 6% active. AID 598, 2007;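 active = viability at or below 40%; inactive = viability above 40%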;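 also: multidrug resistant small cell line overexpressing MRP-1 efflux transporter; 100% = mean luminescence of untreated control wells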
# Pyk2 oligo antag: antagonists of Pyk2 self-association, primary screen, Q293 cells, FERM NanoBiT luminescence, HTS | Protein-tyrosine kinase 2-beta (Homo sapiens), Q14289 | AID 1347419, 2020 | z-score (the deposit names both 25 µM and 10 µM) | 99,000 tested, 0.83% active | stronger effect = lower value;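 active = Z-score of -3 or lower, scaled per plate to the spread of control and sample wells; inactive = z-score above -3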;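 also: negative z-score means lost luminescence so less FERM oligomerization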
# HUVEC prolif 384: inhibitors of HUVEC proliferation, primary screen, cell-based, 384-well | CellTiter-Glo luminescence, 72 h; stronger effect = lower value | viability, % at 10 µM (by protocol) | 86,000 tested, 1.1% active | AID 648, 2007;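 active = viability at or below 30%; inactive = viability above 30%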;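 also: 100% = median luminescence of DMSO-only cell control wells on each plate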
# F-actin modifier: modifiers of F-actin cytoskeleton organization, primary screen, imaging, HUVEC, phalloidin staining, high-content imaging. HUVEC TNFa F-actin phalloidin imaging. inhibition, % at 2 µM. 91,000 tested, 0.18% active. AID 836, 2007;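 active = inhibition above the batch mean plus 3 SD and confirmed as a hit by visual image inspection, cut at about 30% in these data, passing the limit was not always enough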; also: strong numbers were not always called active
# Smad3 inh: Smad3/FoxH1 peptide binding inhibitors, primary screen, biochemical, TR-FRET; inhibition, % at 25 µM; AID 630, 2007; 88,000 tested, 0.29% active; TR-FRET Smad3/Dy647-FoxH1 peptide binding, europium anti-His;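 active = compounds that reduce the energy-transfer binding signal between the protein and its labelled peptide by more than half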;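 also: 0% = Smad3 plus labelled peptide maximal FRET and 100% = peptide-only background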
# Target sequence (P84022 whole entry, looked up): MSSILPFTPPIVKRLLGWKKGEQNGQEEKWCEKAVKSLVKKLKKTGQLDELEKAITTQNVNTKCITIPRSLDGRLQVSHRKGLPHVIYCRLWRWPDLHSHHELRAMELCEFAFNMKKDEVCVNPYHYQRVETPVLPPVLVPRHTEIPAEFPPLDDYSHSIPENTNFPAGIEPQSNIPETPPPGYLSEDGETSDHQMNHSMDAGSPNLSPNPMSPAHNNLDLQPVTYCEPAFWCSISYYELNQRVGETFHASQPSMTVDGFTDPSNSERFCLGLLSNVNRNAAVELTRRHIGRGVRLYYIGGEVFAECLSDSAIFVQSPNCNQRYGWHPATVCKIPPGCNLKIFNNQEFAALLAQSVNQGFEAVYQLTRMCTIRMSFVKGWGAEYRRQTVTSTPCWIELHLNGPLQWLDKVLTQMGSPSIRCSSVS
# Lung fibro prol: antiproliferative effect on LL 47 fibroblasts – human, LL 47 cells, CellTiter-Glo luminescence, primary screen; LL 47 human lung fibroblast viability, ATP luminescence; stronger effect = lower value; viability, % at 10 µM; 85,000 tested, 1.1% active; AID 719, 2007;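 active = viability at or below 50% in the single dose screen; inactive = viability above 50%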;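 also: compound exposure lasted 72 h before the ATP readout; 100% = median luminescence of untreated cell-only wells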
#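 Test system: LL 47 human lung fibroblasts / Quantity: 1,150 cells in each well / Medium: IMEM growth medium with 15% fetal bovine serum / Incubation: 72 h compound exposure at 37 °C after overnight plating / Detection: CellTiter-Glo luminescence measuring cellular ATP / Read-out: % viability versus median cells-only luminescence / Benchmarks: cell-only wells, no compound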
# An asterisk follows results filed as active; / = no result given; [ ] = remark or other dose. A portion of the library; rates above refer to the full screens.
# Under each structure – Lung fibro prol	VCAM1 TNFa inh	Smad3 inh	IL1B cytotox	H69AR growth 86K	HUVEC prolif 384	Pyk2 oligo antag	F-actin modifier	HUVEC tox TNFa
1) COc1ccc(CCN(C(=O)C(F)(F)F)C(C(=O)NC2CCCC2)c2cccs2)cc1OC (stereo not drawn)
    /	8	/	15	/	/	-0.76	-8	-12
2) COc1ccc(N2C(=O)CC(SCCc3nc4ccccc4[nH]3)C2=O)cc1 (stereo not drawn)
    /	13	/	12	/	/	-0.34	-3	0
3) Cc1[nH]n(-c2cccc(Cl)c2)c(=O)c1-c1ccc(Cl)cc1
    91	-18	-8	-1	109	63	-0.91	20	-42
4) CCCCC(=Nc1ccc(N)cc1)C1=C(O)C(C(=O)OC)C(C)(C)CC1=O (stereo not drawn)
    /	-14	/	16	/	/	-0.32	8	-4
5) COc1ccccc1NC(=O)N1CCC(c2nc3cc(C)c(C)cc3[nH]2)CC1
    48*	5	12	5	27*	37	0.2	-7	2
6) O=C(N/N=C/c1c[nH]c2ccccc12)c1ccn(Cc2ccc(Cl)cc2)n1
    /	14	/	-18	/	/	-0.86	6	-9
7) CCN1C(=O)/C(=C/c2ccc(C)s2)SC1=Nc1ccc(OC)cc1
    /	8	/	-7	/	/	0.08	7	-7
8) CS(=O)(=O)N1CCN(c2ccc(NC(=O)Cc3ccccc3)cc2)CC1
    /	-10	/	-9	/	/	0.1	15	-20
9) CCCCOC(=O)Nc1cccc(Cl)c1C
    102	7	-1	13	100	101	-0.49	/	-10
10) N#C/C(=C1/CCCCCN1)c1nc2ccccc2s1
    94	2	0	2	73	78	-1	36	-5
11) Cn1c(SCC(=O)C(C)(C)C)nnc1-c1cccnc1
    98	-3	-12	-15	95	116	0.25	-2	7
12) Cn1c(=O)[nH]c(=O)c2c1nc(N(CCO)Cc1ccccc1)n2CCCc1ccccc1
    94	10	-2	-4	57	81	/	14	-12
13) COc1cc(CCN2C(=O)c3cccc4cccc(c34)C2=O)c(S(=O)(=O)NCCCO)cc1OC
    /	11	/	3	/	/	-1.1	-34	-2
14) O=C(/C=C/c1ccccc1)N1CCN(C(=O)c2ccco2)CC1
    101	-2	0	/	103	103	1.1	24	-22
15) O=C(NNC(=O)[C@@H]1CCCC[C@@H]1C(=O)O)c1cccs1
    97	-1	6	4	103	85	-0.07	-16	-9

# Next records.
# Under each structure – Lung fibro prol	VCAM1 TNFa inh	Smad3 inh	IL1B cytotox	H69AR growth 86K	HUVEC prolif 384	Pyk2 oligo antag	F-actin modifier	HUVEC tox TNFa
16) Cn1c(=O)c2c(nc(Br)n2CCSc2nc3ccccc3o2)n(C)c1=O
    95	/	-13	-13	93	107	0.36	/	/
17) CC(C)OCCCNC(=O)CN1C(=O)CC(C)(C)S(=O)(=O)c2ccccc21
    111	16	-10	8	96	97	/	-1	-24
18) CCCCCC(=O)Nc1cc(N(C)C)nc2ccccc12
    100	6	10	-11	91	91	0.01	5	-16
19) O=C(COC(=O)C12CC3CC(CC(C3)C1)C2)N1CCN(S(=O)(=O)c2ccccc2)CC1
    95	-24	-5	-4	75	94	-0.24	-50	1
20) CC1CC(c2ccccc2)n2nc(NC(=O)c3ccco3)nc2N1 (stereo not drawn)
    104	-17	6	-8	95	98	-0.91	6	-49
21) COc1ccccc1NC(=O)N1CCCC1C(=O)NC1CCCCC1 (stereo not drawn)
    101	12	-5	-13	91	88	-0.16	15	-18
22) CCn1c(C)cc(/C=C2\NC(=O)N(Cc3ccc(Cl)cc3)C2=O)c1C
    /	-17	/	-8	/	/	1.2	10	12
23) CCC(=O)Nc1ccccc1C(=O)OCC(=O)Nc1ccc(S(N)(=O)=O)cc1
    99	16	2	9	101	99	0.84	6	-29
24) CN(C(=O)COC(=O)CNS(=O)(=O)/C=C/c1ccccc1)C1CCS(=O)(=O)C1 (stereo not drawn)
    104	-6	-2	-19	94	95	0.15	24	-5
25) CC(C)N1C(=O)C2ON(c3ccccc3)C(c3cccs3)C2C1=O (stereo not drawn)
    92	15	5	0	89	91	-0.67	-36	-14
26) CCOC(=O)c1cnn(-c2ccccc2)c1-n1cccc1C(=O)C(=O)Nc1ccc(OC)cc1
    /	-14	/	94*	/	/	-0.51	-6	-26
27) CC(=O)c1ccc(NC(=O)CCSCCC(=O)Nc2ccc(C(C)=O)cc2)cc1
    105	23	5	-14	92	100	1.2	-15	-11
28) Cc1nc2ccccc2n1S(=O)(=O)N(C)C
    101	-22	-4	-6	92	90	-0.65	2	-36
29) CCOc1cc2nc(-c3ccc(OC)c(OC)c3)nc(N3CC(C)OC(C)C3)c2cc1OC (stereo not drawn)
    /	26	/	-27	/	/	/	-7	7
30) COc1cc(NS(=O)(=O)c2ccc(NC(=O)CSC3=NCCS3)cc2)nc(OC)n1
    95	4	8	-18	93	81	/	-8	-1

# Fetched by compound from the list above, five records:
# Under each structure – Lung fibro prol	VCAM1 TNFa inh	Smad3 inh	IL1B cytotox	H69AR growth 86K	HUVEC prolif 384	Pyk2 oligo antag	F-actin modifier	HUVEC tox TNFa
17) CC(C)OCCCNC(=O)CN1C(=O)CC(C)(C)S(=O)(=O)c2ccccc21
    111	16	-10	8	96	97	/	-1	-24
21) COc1ccccc1NC(=O)N1CCCC1C(=O)NC1CCCCC1 (stereo not drawn)
    101	12	-5	-13	91	88	-0.16	15	-18
18) CCCCCC(=O)Nc1cc(N(C)C)nc2ccccc12
    100	6	10	-11	91	91	0.01	5	-16
14) O=C(/C=C/c1ccccc1)N1CCN(C(=O)c2ccco2)CC1
    101	-2	0	/	103	103	1.1	24	-22
30) COc1cc(NS(=O)(=O)c2ccc(NC(=O)CSC3=NCCS3)cc2)nc(OC)n1
    95	4	8	-18	93	81	/	-8	-1

# Back to the main list, repeating the five entries before the break.
# Under each structure – Lung fibro prol	VCAM1 TNFa inh	Smad3 inh	IL1B cytotox	H69AR growth 86K	HUVEC prolif 384	Pyk2 oligo antag	F-actin modifier	HUVEC tox TNFa
26) CCOC(=O)c1cnn(-c2ccccc2)c1-n1cccc1C(=O)C(=O)Nc1ccc(OC)cc1
    /	-14	/	94*	/	/	-0.51	-6	-26
27) CC(=O)c1ccc(NC(=O)CCSCCC(=O)Nc2ccc(C(C)=O)cc2)cc1
    105	23	5	-14	92	100	1.2	-15	-11
28) Cc1nc2ccccc2n1S(=O)(=O)N(C)C
    101	-22	-4	-6	92	90	-0.65	2	-36
29) CCOc1cc2nc(-c3ccc(OC)c(OC)c3)nc(N3CC(C)OC(C)C3)c2cc1OC (stereo not drawn)
    /	26	/	-27	/	/	/	-7	7
30) COc1cc(NS(=O)(=O)c2ccc(NC(=O)CSC3=NCCS3)cc2)nc(OC)n1
    95	4	8	-18	93	81	/	-8	-1
31) C/C(CC(=O)NCc1ccco1)=N\NC(=O)C(c1ccccc1)c1ccccc1
    /	-5	/	-33	/	/	0.26	-35	10
32) CC(C)CNC(=O)COC(=O)c1ccc(Cl)c(S(N)(=O)=O)c1
    /	-13	/	6	/	/	0.8	3	7
33) COc1ccc(N2C(=O)CC(Nc3ccc(N4CCOCC4)cc3)C2=O)c(OC)c1 (stereo not drawn)
    99	-17	9[fluorescence artefact?]	0	94	105	0.48	-7	-43
34) COc1cc2c(cc1OC)C(c1ccc(C)o1)CC(=O)N2 (stereo not drawn)
    87	/	9	/	86	87	/	/	/
35) O=c1[nH]c(NC2CCCCC2)nnc1Cc1ccccc1
    92	20	-4	12	82	93	-0.33	-30	-11
36) CCCCc1ccc(N2C(=O)[C@@H]3C(CC(N)=O)NC4(C(=O)Nc5ccc(F)cc54)[C@@H]3C2=O)cc1 (stereo partly drawn)
    101	-8	16	2	99	82	-0.22	13	-21
37) CCOC(=O)c1ccc(N/C=C/C(=O)c2ccco2)cc1
    107	4	-34	/	17*	95	0.73	-18	-11
38) CC1(C)CC(=O)C2=C(C1)N(CCN1CCOCC1)C1=C(C(=O)CC(C)(C)C1)C2c1cccc(F)c1
    98	9	-2	-8	59	98	-0.48	2	-26
39) Cc1ccc2c(C)c(C(=O)Nc3nnc(C)s3)oc2c1
    103	/	-1	/	111	90	0.79	/	/
40) CN1CCN(/C=N/C2=C(C#N)C(c3ccccc3)C3=C(CC(C)(C)CC3=O)O2)CC1 (stereo not drawn)
    92	10	-1	-5	39*	86	-0.87	-6	-3
41) COc1ccccc1-n1c(CNC(=O)c2ccc(S(=O)(=O)N3CCOCC3)cc2)n[nH]c1=S
    99	13	5	7	88	96	0.24	-25	-4
42) O=C(CCCSc1nc2sc3c(c2c(=O)[nH]1)CCC3)NCCO
    108	-5	7	13	92	97	0	-7	-7
43) CCN(C(=O)COC(=O)c1ccc(OCc2c(C)noc2C)cc1)c1ccccc1
    106	-12	4	-8	104	106	1.2	10	-10
44) C1=C(c2ccccc2)CCN(c2ncnc3nc[nH]c23)C1
    83	/	15	/	80	81	/	/	/
45) CCCS(=O)(=O)N1CCN(S(=O)(=O)c2ccccc2)CC1
    105	0	10	-124	92	103	1.2	-8	13

# Later entries.
# Under each structure – Lung fibro prol	VCAM1 TNFa inh	Smad3 inh	IL1B cytotox	H69AR growth 86K	HUVEC prolif 384	Pyk2 oligo antag	F-actin modifier	HUVEC tox TNFa
46) CCOC(=O)c1c(C)nc2c(c1-c1ccc(OC)c(OC)c1)C(=O)c1ccccc1-2
    /	-7	/	-29	/	/	-2.7	11	-12
47) CN1Cc2cc(C(=O)c3cc(Cl)cc(CSc4ncccn4)c3O)cnc2NC1=O
    51	96*	-12	24	25*	52	/	-45	66
48) COc1ccccc1Nc1nc(N)nc(CN2CCc3ccccc3C2)n1
    /	-1	/	-16	/	/	-0.22	0	-14
49) CC(=O)Nc1ccc(S(=O)(=O)NCCc2ccc(F)cc2)cc1
    94	5	3	-2	87	100	0.27	21	-22
50) CC1Cc2ccccc2N1C(=O)CSc1nc(-c2ccco2)cc(C(F)(F)F)n1 (stereo not drawn)
    99	-12	20[fluorescence artefact?]	3	59	89	-0.02	5	-29
51) C=CCN1C(=O)C(CC(=O)Nc2ccccc2)SC1=Nc1ccc(S(N)(=O)=O)cc1 (stereo not drawn)
    /	1	/	1	/	/	-0.44	3	-9
52) COc1ccc(C(=O)OC2CCN(c3ncc(C(F)(F)F)cc3Cl)CC2)cc1
    /	-24	/	-84	/	/	0.84	11	-18
53) C=CCn1c(=O)/c(=C/c2ccc(O)cc2)s/c1=C(/C#N)c1nnc2n1CCCCC2
    89	-4	-2	-32	54	88	-3.1*	7	-11
54) CCOC(=O)c1sc(N(Cc2ccccc2)C(=O)CSc2nnc(C3CC3)n2N)nc1C
    95	/	-3	/	57	59	0.33	/	/
55) CC(C)C(NC(=O)/C=C/c1ccc(F)cc1)C(C)C
    /	-3	/	-8	/	/	-0.73	20	-3
56) CCCCOc1ccccc1N
    97	-8	-9	-18	89	98	-0.54	-9	-3
57) COC(=O)c1oc2ccccc2c1N
    102	-42	14	3	95	98	0.48	-17	-16
58) O=C(CCCNS(=O)(=O)c1cccc2nsnc12)NCCc1ccccc1
    106	/	-7	/	92	98	0.38	/	/
